Source: PubChem BioAssay
RTF Ca sens inh: cardiac RTF calcium desensitization. P19429+P45379. IANBD-labeled cardiac RTF, Ca2+ fluorescence. inhibition, % at 7.15 µM. hit rate 0.12% among 340,000. AID 493244;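 active = inhibition above the mean inhibition of all tested compounds plus 3 SD, cut at about 17% in these data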;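 also: assay run at fixed EC70 calcium of 1.6 mM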
Arrestin-AP2 inh: inhibitors of human beta-arrestin and AP2 interaction; FITC-arrestin peptide / GST-AP2 beads, flow cytometry; AP2 beta2 appendage carries R879A mutation; AID 504490; inhibition, % at 10 µM; hit rate 0.31% among 340,000;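 active = inhibition above a set limit, near 3 SD of compounds lacking own fluorescence, cut at about 54% in these data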;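 also: plate controls were DMSO wells for no effect and 5 µM unlabelled arrestin peptide for full effect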
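Material – AP2 appendage R879A on GSH beads · Buffer or medium – PBS with 0.05% Tween 20 and 0.1% BSA · Probe or stimulus – fluorescein-tagged arrestin peptide at 50 nM final · Incubation – compound with beads 12 min RT, then probe 1 h RT · Detection – high-throughput flow cytometry of beads, ex 488, em 535 nm · Evaluation – percent response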
PvdQ acylase: blocks Pseudomonas aeruginosa PvdQ acylase activity | inhibition, % at 10 µM | AID 488965 | purified PvdQ acylase, fluorescence plate reader | hit rate 0.063% among 340,000; in the data active = inhibition above about 30%, passing the limit was not always enough;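 also: 0% = vehicle neutral wells and 100% = reference inhibitor wells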
PKA-R2B activ: activates the human PKA-R2B holoenzyme complex; PKA-R2B holoenzyme dissociation, Cy5-IP20 fluorescence polarization; R2B truncated from residue 108, S112A mutant; 0% DMSO only, 100% 113 µM cGMP; activation, % at 11.4 µM; hit rate 0.079% among 340,000;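 active = activation above a cutoff set at the mean over all compounds plus 3 SD, cut at about 18% in these data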;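 also: higher means more holoenzyme dissociation and a rise in polarization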
Target sequence (P31323 whole entry, looked up, other chains not shown, the tested form may be a part): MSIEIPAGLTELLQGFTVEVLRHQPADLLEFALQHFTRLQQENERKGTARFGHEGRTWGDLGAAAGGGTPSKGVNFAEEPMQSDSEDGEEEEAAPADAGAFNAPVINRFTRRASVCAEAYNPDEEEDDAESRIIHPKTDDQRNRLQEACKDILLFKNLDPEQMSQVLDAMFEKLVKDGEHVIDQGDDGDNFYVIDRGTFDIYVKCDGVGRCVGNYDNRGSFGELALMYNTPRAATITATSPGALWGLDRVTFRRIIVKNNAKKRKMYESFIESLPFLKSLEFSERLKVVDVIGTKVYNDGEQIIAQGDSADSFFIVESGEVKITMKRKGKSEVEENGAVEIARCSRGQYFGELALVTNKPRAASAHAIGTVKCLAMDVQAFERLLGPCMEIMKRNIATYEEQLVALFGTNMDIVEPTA
DAGLB inhibitor: blocks human DAGLB lipase activity. inhibition, % at 5.17 µM. AID 504411. hit rate 0.059% among 340,000. Q8NCG7. HEK293T DAGLB membrane lysate, EnzChek fluorogenic substrate; in the data active = inhibition above about 34%;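 also: 0% = enzyme with vehicle and 100% = wells lacking enzyme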
SR-BI DiI inh: mouse SR-BI HDL lipid transfer inhibition; ldlA[mSR-BI] CHO cells, DiI-HDL uptake fluorescence, 3 h; hit rate 0.96% among 320,000; Q61009; AID 488896; inhibition, % at 12.5 µM;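 active = mean replicate inhibition of at least 70% and a set share of replicates each scoring 70 or more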;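 also: 0% = median of neutral control wells and 100% = median of positive control wells; values of inactives mirror those of a sister screen read the other way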
NSD2 inh: NSD2 (human) methyltransferase inhibition; O96028; AID 743445; inhibition, % at 12.5 µM; NSD2 peptide methylation, AlphaScreen, 120 min; hit rate 0.54% among 310,000; in the data active = inhibition above about 50%
SR-BI uptake up: activators of SR-BI mediated HDL lipid uptake; CHO ldlA[mSR-BI] cells, DiI-HDL uptake fluorescence, 3 h; 100 = double the neutral-control signal; activation, % at 12.5 µM; hit rate 0.096% among 320,000; AID 504775;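 active = mean replicate activation of at least 60% and every replicate at or above 60%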;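 also: 0% = median plate neutral-control signal and 100% = twice that signal; values of inactives mirror those of a sister screen read the other way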
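Material: SR-BI-overexpressing, LDLR-lacking CHO cells | Dosing: Single compound concentration, delivered by pin transfer | Probe or stimulus: Labelled HDL, 10 µg/mL | Signal: Bottom-read cell fluorescence after medium removal, ex 550/em 595 nm | Schedule: 3 h, 37 °C | Evaluation: HDL uptake via cellular fluorescence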
Keap1-Nrf2 PPI: disrupts human Keap1 binding to Nrf2 peptide. Keap1 Kelch-Nrf2 peptide fluorescence polarization, 1536-well. inhibition, % at 9.4 µM. hit rate 0.15% among 340,000. AID 504523; in the data active = inhibition above about 12%;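 also: human Keap1 Kelch domain with fluorescein labeled Nrf2 9mer peptide probe; 0% = neutral control wells and 100% = peptide positive control; higher means more block of Keap1 binding to Nrf2 peptide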
Target sequence (Q14145 whole entry, looked up, the tested form may be a part): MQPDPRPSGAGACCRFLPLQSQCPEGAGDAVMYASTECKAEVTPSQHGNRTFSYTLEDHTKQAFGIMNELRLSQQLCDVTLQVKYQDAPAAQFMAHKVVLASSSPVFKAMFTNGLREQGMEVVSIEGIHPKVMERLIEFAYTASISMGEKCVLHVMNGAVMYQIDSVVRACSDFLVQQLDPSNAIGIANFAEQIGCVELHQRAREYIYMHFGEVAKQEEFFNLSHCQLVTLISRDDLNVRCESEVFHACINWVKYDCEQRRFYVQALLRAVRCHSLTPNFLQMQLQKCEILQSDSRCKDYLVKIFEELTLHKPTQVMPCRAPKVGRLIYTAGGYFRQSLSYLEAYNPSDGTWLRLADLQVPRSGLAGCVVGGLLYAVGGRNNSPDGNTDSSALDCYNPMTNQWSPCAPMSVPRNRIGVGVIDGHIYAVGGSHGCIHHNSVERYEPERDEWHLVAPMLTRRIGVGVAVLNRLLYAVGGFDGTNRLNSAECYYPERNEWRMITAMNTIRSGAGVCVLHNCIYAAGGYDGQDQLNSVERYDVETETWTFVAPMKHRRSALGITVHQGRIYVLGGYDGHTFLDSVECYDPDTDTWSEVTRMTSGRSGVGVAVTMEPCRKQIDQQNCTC
C-LANA FP: inhibitors of KSHV LANA C-terminal domain DNA binding; inhibition, % at 9 µM; MBP-C-LANA/FAM-LBS DNA binding, fluorescence polarization; hit rate 0.078% among 340,000;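 active = highest replicate inhibition at or above 60% at 9 µM, even if other replicates fall short; inactive = all replicates below 60% inhibition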;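 also: 0% = neutral control wells and 100% = 4 µM acridine orange control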
Numbers without * were called inactive; nt = not tested or not shown.

Start of the listing, in advance (4 entries):
SMILES | RTF Ca sens inh | Arrestin-AP2 inh | PvdQ acylase | PKA-R2B activ | DAGLB inhibitor | SR-BI DiI inh | NSD2 inh | SR-BI uptake up | Keap1-Nrf2 PPI | C-LANA FP
O=C(OCc1ccccc1)/C(=C/c1cccc([N+](=O)[O-])c1)NC(=O)c1ccco1 | -6 | -1 | 6 | -4 | -2 | 1 | 23 | nt | 3 | -0.3
Cc1cccc(OCC(=O)Nc2ccc(S(=O)(=O)Nc3ccccn3)cc2)c1 | 7 | 17 | -1 | -6 | -6 | -5 | 10 | 5 | 2 | -0.2
CCc1c(C(=O)Nc2cc(C)ccc2OC)[nH]c(C)c1C(C)=O | -14 | -2 | -3 | 5 | -3 | 50 | -3 | -50 | 0 | -0.2
COc1ccccc1NC(=O)CN(Cc1ccco1)C(=O)c1cccs1 | -5 | 5 | -4 | 4 | 0 | -12 | 0 | 12 | 3 | -0.6

The list itself (from the top)
SMILES | RTF Ca sens inh | Arrestin-AP2 inh | PvdQ acylase | PKA-R2B activ | DAGLB inhibitor | SR-BI DiI inh | NSD2 inh | SR-BI uptake up | Keap1-Nrf2 PPI | C-LANA FP
O=C(OCc1ccccc1)/C(=C/c1cccc([N+](=O)[O-])c1)NC(=O)c1ccco1 | -6 | -1 | 6 | -4 | -2 | 1 | 23 | nt | 3 | -0.3
Cc1cccc(OCC(=O)Nc2ccc(S(=O)(=O)Nc3ccccn3)cc2)c1 | 7 | 17 | -1 | -6 | -6 | -5 | 10 | 5 | 2 | -0.2
CCc1c(C(=O)Nc2cc(C)ccc2OC)[nH]c(C)c1C(C)=O | -14 | -2 | -3 | 5 | -3 | 50 | -3 | -50 | 0 | -0.2
COc1ccccc1NC(=O)CN(Cc1ccco1)C(=O)c1cccs1 | -5 | 5 | -4 | 4 | 0 | -12 | 0 | 12 | 3 | -0.6
Cc1cc(NS(=O)(=O)c2c(C(=O)N3CCOCC3)c(C)n(C)c2C)ccc1Br | -11 | -10 | -12 | 11 | 1 | -6 | 11 | 6 | -6 | -1.7
CCCCC(=O)NS(=O)(=O)c1ccc(N=NN2CCCCC2)cc1 | 6 | 17 | 8 | -1 | -1 | -11 | -2 | 11 | 0 | 1.2
Cc1ccc(C(=O)Nc2c(N)nc(SCC(=O)NCC3CCCO3)[nH]c2=O)cc1 (configuration not stated) | -1 | 33 | 6 | -3 | -2 | 4 | -1 | -4 | -3 | -0.7
CCOc1ccc(CC(=O)C2C(=O)CC(C)(C)CC2=O)cc1OCC | -5 | 23 | -8 | 2 | 2 | -23 | 2 | 23 | -2 | -0.7
Cc1cc(C)n(-c2cc(N3CCN(S(=O)(=O)c4ccc(Cl)cc4)CC3)ccc2[N+](=O)[O-])n1 | -5 | 4 | -13 | -6 | -5 | -20 | 1 | 20 | -6 | 3.6
N#Cc1c(N)n(-c2cccc(O)c2)c2nc3ccccc3nc12 | -16 | 10 | -21 | 3 | 5 | nt | -3 | nt | 3 | -0.4
C/C(=N\NC(=O)COc1cccc2ccccc12)c1cccs1 | -2 | 2 | 5 | 8 | -2 | 8 | -2 | -8 | 5 | -1.9
O=C(NCCN1C(=O)S/C(=C/c2ccccc2)C1=O)C1CC(=O)N(Cc2ccccc2)C1 (configuration not stated) | -5 | 15 | -4 | -4 | 3 | -16 | 1 | 16 | 4 | 3.0
COc1ccc(Nc2nc(C)nc3c2nnn3Cc2ccccc2)cc1OC | -2 | -5 | -8 | 2 | 3 | 51 | 0 | -51 | -5 | -0.8
COc1ccc(C2C3=C(CCCC3=O)Nc3ccc4ncccc4c32)cc1OC (configuration not stated) | -6 | -2 | -10 | -10 | -1 | 3 | -3 | -3 | -2 | -0.4
COc1ccc(OC)c(/C=N/NC(=O)CCc2ccc(O)c(O)c2)c1 | 6 | 17 | -13 | -5 | 2 | -1 | 5 | 1 | 1 | -0.6
COc1cc(CNc2cc(C)ccc2C)cc(OC)c1OC | -7 | -5 | -5 | -8 | -4 | 33 | 5 | -33 | 4 | 2.2
O=C(Nc1ccc(F)cc1)N(CCCN1CCOCC1)Cc1cc2cc3c(cc2[nH]c1=O)OCO3 | -14 | 68* | -12 | -6 | -2 | -7 | nt | 7 | -2 | 1.7
CCCCn1c(SCC(=O)NCc2ccco2)nc2c(sc3ccccc32)c1=O | -5 | -1 | -6 | -1 | 1 | 17 | 9 | -17 | -9 | -0.8
Cc1ccc(C(=O)CC(C(=O)O)n2cncn2)cc1 (configuration not stated) | 0 | 8 | -7 | 7 | 0 | -9 | -1 | 9 | -2 | -0.2
O=C(c1ccccn1)N1CCCC(N2CCN(c3ccc(F)cc3)CC2)C1 (configuration not stated) | -7 | -5 | -16 | 8 | 1 | -8 | -3 | 8 | 1 | 0.8
O=C1CSC2(CCCCC2)N1CCO | -7 | 6 | -12 | 2 | -1 | -13 | -1 | 13 | -7 | -0.6
Cc1ccc(SCC(=O)NN=C2CCN(C)CC2)cc1 | -7 | -10 | 3 | -4 | -5 | -32 | -2 | 32 | -4 | -1.1
COc1cc(NC(=O)Cn2c(C)cc3ccccc3c2=O)cc(OC)c1OC | -5 | 5 | -5 | 10 | 0 | 34 | 4 | -34 | -4 | -0.1
O=c1cc(Nc2cccc(Br)c2)[nH]c(=O)[nH]1 | nt | 41 | -8 | nt | nt | -8 | 1 | 8 | -1 | -1.0
CCn1cc(C(=O)N[C@@H](CCSC)C(=O)NCCCN2CCOCC2)c(=O)c2cc3c(cc21)OCO3 | -16 | -1 | -16 | -8 | -1 | -6 | 0 | 6 | -6 | -1.5
COc1ccc(C2=NCC(CSc3nccc(=O)[nH]3)S2)cc1 (configuration not stated) | -10 | -12 | -13 | 3 | 0 | 10 | 1 | -10 | -6 | -0.5
CC1CCN(C(=O)CN2C(=O)NC3(CCCc4ccccc43)C2=O)CC1 (configuration not stated) | -7 | 4 | 7 | -2 | 0 | -18 | -2 | 18 | 1 | -0.7
CCSc1nc(=S)n(CC)c(C)c1C(C)=O | 0 | -12 | -11 | 6 | 0 | 0 | -2 | 0 | -2 | 0.6
O=C(NCCc1ccccc1)C1CCCN(C(=O)Nc2ccc(F)cc2)C1 (configuration not stated) | -4 | 20 | 6 | 2 | -5 | 2 | 0 | -2 | 7 | -1.6
COc1cccc(CNS(=O)(=O)c2ccc3c(c2)CC(C)N3C(C)=O)c1 (configuration not stated) | -2 | -3 | -10 | 4 | -1 | 2 | 1 | -2 | 0 | -0.7
O=C(Nc1cccc(S(=O)(=O)N2CCCC2)c1)c1ccc2ccccc2n1 | -4 | -7 | -8 | -13 | -6 | 27 | 1 | -27 | 1 | -0.4
COc1ccccc1-c1nc(C#N)c(N2CC(C)CC(C)C2)o1 (configuration not stated) | 1 | 0 | -10 | -2 | -2 | 44 | -3 | -44 | -1 | -0.4
CCOc1ccc(C2/C(=C(\O)c3ccc4c(c3)OCCO4)C(=O)C(=O)N2Cc2cccnc2)cc1OCC (configuration not stated) | 1 | -2 | -2 | -12 | 0 | 0 | 6 | 0 | 3 | -1.4
Cc1ccc(S(=O)(=O)NC(=NC(C)C)c2ccccc2)cc1 | -1 | 10 | -3 | -1 | 0 | -9 | -2 | 9 | 5 | -0.4
O=C(O)c1ccccc1NC1CCCCC1NS(=O)(=O)c1ccccc1 (configuration not stated) | -2 | 21 | 17 | -10 | -1 | -23 | -5 | 23 | 4 | -0.2
COc1ccc(NC(=O)c2csc3c2CCCC3)cc1 | 2 | -4 | -4 | 1 | -8 | 29 | 2 | -29 | 4 | 2.4
CC1=NN(C(C#N)c2ccccc2)C(C)(C)C1 (configuration not stated) | -5 | -2 | -8 | -2 | -2 | -4 | -5 | 4 | -1 | 1.4
Oc1csc(Cc2nc(-c3ccc(Br)cc3)cs2)n1 | -14 | 9 | -6 | -9 | 6 | 55 | 0 | -55 | -4 | -1.6
Cc1ccc(NC(=O)CSc2nnnn2-c2cccnc2)c(C)c1 | 6 | -13 | -23 | 9 | -1 | -22 | 0 | 22 | -1 | -0.1
COc1ccc(C(=O)c2c(N)sc3c2CCN(C)C3)cc1 | -21 | 27 | 6 | 0 | -4 | 5 | -4 | -5 | 0 | 1.9
O=C(NCc1ccccc1)C(c1cccnc1)N(C(=O)c1ccccn1)c1ccc(F)cc1 (configuration not stated) | 2 | 20 | -2 | 1 | -1 | -10 | 4 | 10 | 5 | 0.0
C#CCOCCOCCOCCNc1nc(N2CCN(C(=O)[C@H](CCCCN)n3cc(CN)nn3)CC2)nc(N2CCN(C(=O)[C@H](CO)n3cc([C@@H](N)C(C)C)nn3)CC2)n1 | -8 | 0 | 21 | 9 | -1 | -9 | nt | 9 | 1 | 1.4
Brc1ccc2c(c1)OCCOCCOCCOCCOCCOCCO2 | -6 | -3 | 9 | -1 | -2 | -21 | -4 | 21 | 7 | 32
CC(C)c1ccc(NC(=O)C(c2ccccc2)N2CC(=O)Nc3ccccc32)cc1 (configuration not stated) | -6 | -5 | -8 | -1 | -2 | 27 | nt | -27 | -7 | 0.2
Clc1cccc(CN2CCCCCC2)c1Cl | -3 | -12 | -6 | 7 | 0 | 17 | -1 | -17 | -2 | -2.2
O=c1[nH]c(NCCO)c(N=Cc2ccccc2)c(=O)[nH]1 | 4 | 11 | -4 | -9 | -3 | -17 | 104* | 17 | -3 | 3.2
COc1cc(C(=O)NC2CCN(C)CC2)ccc1Nc1ncc2c(n1)N(C1CCC(O)CC1)CCC(=O)N2C (configuration not stated) | 2 | -2 | -3 | -8 | 1 | -41 | nt | 41 | 5 | 1.8
CCOc1ccc(C(=O)C(C)OC(=O)Cn2c(C)csc2=O)cc1 (configuration not stated) | -7 | -2 | -11 | -4 | 1 | -7 | 2 | 7 | -2 | -0.6
Cc1ccccc1-c1n[nH]c(=S)n1/N=C/C=C/c1ccco1 | 0 | -8 | -4 | -5 | 7 | 4 | 3 | -4 | -4 | 0.1
Cc1nc2ccccc2n1CC(=O)OCC(=O)NCCc1ccccc1 | -6 | 40 | -18 | 8 | -1 | 14 | -1 | -14 | 1 | 0.2
CCc1cccc(NC(=O)CCCCCC2NC(=O)NC2C)c1 (configuration not stated) | -9 | 13 | 0 | 2 | 1 | -23 | nt | 23 | 6 | -1.1
CCOC(=O)/C(=N\Nc1ccccc1Cl)N1CCN(c2ccccc2OC)CC1 | -12 | 17 | -3 | 3 | -9 | 49 | -5 | -49 | 0 | -0.5
CN(C)S(=O)(=O)c1cccc(NC(=O)COC(=O)COc2ccc(Br)cc2)c1 | 1 | 20 | 2 | -6 | -2 | -15 | nt | 15 | -4 | 0.4
COC(=O)Cc1ccc(NC(=S)NCc2ccc(F)cc2)cc1 | -4 | -8 | -10 | -6 | 0 | -24 | 3 | 24 | -6 | -1.1

The order is random; about 2.1% have a hit in one of these screens.
